CatB mixtures – human cathepsin B inhibition by mixtures | P07858 | Purified cathepsin B, AMC dipeptide fluorescence, compound mixtures | inhibition, %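 (ten-compound pools at 5 µM per compound and 50 µM total)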 | actives 0.06% (n = 62,000) | AID 488; in the data active = inhibition above about 22%, passing the limit was not always enough;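 note: 0% = enzyme without compound and 100% = no enzyme blank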
ROCK2 inh – blocks human Rho kinase 2 activity; purified ROCK2, Kinase-Glo ATP depletion luminescence; O75116; inhibition, % at 6 µM; actives 0.35% (n = 60,000);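 active = inhibition above the screen-wide mean inhibition plus 3 SD, cut at about 18% in these data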;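 note: plate controls were DMSO wells for no effect and Y-27632 control wells after no-enzyme background subtraction for full effect; many of its hits are not listed in these tables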
Target sequence (O75116 whole entry, looked up): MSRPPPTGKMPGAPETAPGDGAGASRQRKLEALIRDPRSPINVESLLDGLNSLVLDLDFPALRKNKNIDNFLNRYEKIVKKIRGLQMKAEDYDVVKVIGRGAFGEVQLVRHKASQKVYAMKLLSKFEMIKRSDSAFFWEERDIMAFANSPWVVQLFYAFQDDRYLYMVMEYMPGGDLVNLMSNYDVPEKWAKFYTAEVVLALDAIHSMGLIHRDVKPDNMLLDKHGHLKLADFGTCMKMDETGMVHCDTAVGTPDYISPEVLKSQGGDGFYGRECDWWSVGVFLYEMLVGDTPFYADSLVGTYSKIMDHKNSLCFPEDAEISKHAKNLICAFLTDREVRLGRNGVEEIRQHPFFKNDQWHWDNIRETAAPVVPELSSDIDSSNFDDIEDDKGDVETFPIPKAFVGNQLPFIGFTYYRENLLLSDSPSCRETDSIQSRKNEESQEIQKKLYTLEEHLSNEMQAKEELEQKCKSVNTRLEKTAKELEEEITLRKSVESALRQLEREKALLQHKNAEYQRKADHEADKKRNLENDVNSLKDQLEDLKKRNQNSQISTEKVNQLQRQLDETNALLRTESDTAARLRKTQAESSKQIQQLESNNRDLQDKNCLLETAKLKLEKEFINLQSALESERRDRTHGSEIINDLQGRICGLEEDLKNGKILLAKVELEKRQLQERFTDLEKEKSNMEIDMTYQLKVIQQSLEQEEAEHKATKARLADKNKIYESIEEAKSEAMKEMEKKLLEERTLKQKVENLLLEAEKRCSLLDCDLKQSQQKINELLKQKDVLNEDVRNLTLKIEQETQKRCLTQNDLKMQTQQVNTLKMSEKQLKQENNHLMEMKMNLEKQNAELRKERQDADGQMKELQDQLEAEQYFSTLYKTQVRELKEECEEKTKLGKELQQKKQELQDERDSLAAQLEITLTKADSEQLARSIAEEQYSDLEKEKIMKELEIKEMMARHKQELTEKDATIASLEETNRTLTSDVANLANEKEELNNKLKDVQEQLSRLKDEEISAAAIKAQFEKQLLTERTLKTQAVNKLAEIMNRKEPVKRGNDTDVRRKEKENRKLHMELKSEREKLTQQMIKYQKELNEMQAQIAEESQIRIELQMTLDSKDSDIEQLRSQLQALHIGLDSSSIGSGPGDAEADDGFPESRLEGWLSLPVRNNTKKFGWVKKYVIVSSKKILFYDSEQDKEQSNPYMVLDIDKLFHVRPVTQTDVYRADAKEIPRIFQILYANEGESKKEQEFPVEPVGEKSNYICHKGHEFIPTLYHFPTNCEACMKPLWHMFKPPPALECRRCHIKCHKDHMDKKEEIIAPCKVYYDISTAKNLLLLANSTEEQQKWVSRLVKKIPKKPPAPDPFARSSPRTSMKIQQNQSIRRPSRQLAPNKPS
HER2 expr 66K – inhibitors of human Her2 kinase expression; AID 645; P04626; SKBR-3 HER2 protein level, AlphaScreen, 18-24 h; stronger effect = lower value; actives 0.69% (n = 65,000); HER2 level % of control, % at 10 µM;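 active = HER2 level under 5% of the carrier-only control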;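 note: 100% = DMSO carrier and 0% = 500 nM PU-H71 HSP90 inhibitor; lower value means stronger loss of Her2 protein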
CatS inh – blocks human cathepsin S protease activity; P25774; recombinant cathepsin S, AMC dipeptide fluorescence, pooled mixtures; inhibition, %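 (tested at 5 µM per compound within 10-compound mixtures)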; actives 0.06% (n = 62,000); AID 501; in the data active = inhibition above about 32%, passing the limit was not always enough;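 note: 0% = enzyme without compound and 100% = blank without enzyme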
CatL inh – inhibitors of human cathepsin L | P07711 | purified cathepsin L, fluorogenic substrate, fluorescence | inhibition, %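 (tested at 10 µM)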 | actives 0.17% (n = 58,000) | AID 460; in the data active = inhibition above about 45%;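 note: 0% = enzyme with no compound and 100% = no enzyme blank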
CatG inh – inhibitors of human cathepsin G; P08311; purified enzyme, AMC-tetrapeptide fluorescence, pooled mixtures; inhibition, % at 5 µM (by protocol); actives 0.2% (n = 62,000); AID 581;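 active = inhibition above 20% in each of the two mixture wells holding the compound; inactive = inhibition of 20% or less in either well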;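 note: 0% = enzyme control without mixture and 100% = blank lacking enzyme; strong numbers were not always called active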
C1s inh – blocks human complement C1s protease activity; mean inhibition % of two 10-compound mixtures (stronger effect = higher value), % at 5 µM (by protocol); purified C1s, fluorogenic AMC substrate, pooled mixtures; P09871; actives 0.16% (n = 62,000);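 active = inhibition above 20% in each of the two 10-compound mixture wells holding the compound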;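 note: 0% = enzyme wells lacking compound mixture and 100% = no-enzyme blank wells; some compounds called inactive have numbers as strong as hits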
PKA kinase inh – PKA (human) kinase inhibition; AID 524; P17612; PKA Kemptide phosphorylation, Kinase-Glo ATP luminescence; actives 0.1% (n = 65,000); inhibition, % at 6 µM;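 active = inhibition above the screen-wide mean inhibition plus 3 SD, cut at about 21% in these data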; note: many of its hits are not listed in these tables
CatB block – inhibitors of human cathepsin B; AID 453; inhibition, %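 (tested at 10 µM)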; purified cathepsin B, fluorogenic substrate, fluorescence; actives 0.1% (n = 63,000); in the data active = inhibition above about 21%;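 note: 0% = enzyme with no compound and 100% = no enzyme blank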
* = called active by the depositor; nt = not tested or not shown. These rows are one share of the data; count on the stated rates, not on these rows.

SMILES	CatB mixtures	ROCK2 inh	HER2 expr 66K	CatS inh	CatL inh	CatG inh	C1s inh	PKA kinase inh	CatB block
Cc1nc(SCc2c(F)cccc2Cl)n[nH]1	-2	0	72	-4	5	-1	-9	2	-1
COc1ccc(CNC2=CC(=O)CC(C)(C)C2)cc1	3	5	98	-4	-20	-2	3	7	-6
CCOC(=O)CSc1cc(=O)n(C)c2cc(Cl)ccc12	2	4	73	-1	4	8	4	13	-1
CCCC(=O)N1CCN(c2ccc(NC(=O)c3ccco3)cc2)CC1	5	10	82	3	7	13	11	8	4
CCc1ccc(-c2nc(CN3CCC(C(=O)NCCN(CC)c4ccccc4)CC3)c(C)o2)cc1	8	-8	-13*	6	4	4	5	0	-5
COc1ccccc1C(=O)Nc1ccc(-c2nnc(SCC(=O)O)n2C)cc1	3	4	78	-2	-1	8	11	6	2
Cc1cc(O)c(-c2cc(C(=O)Nc3ccc(S(=O)(=O)N4CCOCC4)cc3)[nH]n2)cc1C	2	5	16	8	4	0	-18	-1	2
Cc1cc(Nc2cc(F)ccc2C)n2nc(C)nc2n1	1	3	104	1	nt	2	0	-2	0
CCOC(=O)c1cc2c(=O)n3ccccc3nc2n(CCOC)c1=NC(=O)C(C)(C)C	0	nt	49	6	-68	-14	-106	6	4
O=C(CN1CCN(Cc2ccc(F)cc2)C1=O)NCc1cccs1	3	7	121	-3	nt	10	13	4	-2
CC(C)C(c1nnnn1C(C)(C)C)N1CCN(c2cccc(Cl)c2)CC1 (stereo not given)	1	4	89	-1	-4	-7	54	6	-2
Cc1ccc(Cn2nnc3c(=O)n(CC(=O)NCC4CCCO4)cnc32)cc1 (stereo not given)	3	2	162	9	2	10	6	-3	2
O=C(Cn1nnc(-c2ccccc2F)n1)Nc1ccc2c(c1)OCO2	1	-1	93	5	7	-1	1	10	4
COc1ccc(-n2c(Cc3cccn3C)nnc2SCC(=O)Nc2ccc(F)cc2)cc1	5	2	98	-1	nt	8	-4	1	-2
Cc1c(C(=O)OCC2CCCO2)[nH]c2c1C(=O)CC(c1ccc(N(C)C)cc1)C2 (stereo not given)	3	3	98	-9	nt	12	17	3	2
Cc1ccc(C(c2nnnn2C(C)(C)C)N2CCN(C3CCCC3)CC2)cc1 (stereo not given)	2	2	106	4	10	8	8	5	3
Cn1c(=O)cc(SCC(=O)N2CCOCC2)c2ccc(Cl)cc21	-7	0	89	8	0	6	-7	1	4
c1ccc(Cc2nnc3sc(-c4ccncc4)nn23)cc1	-1	8	80	6	4	20	7	-1	4
CCS(=O)(=O)Nc1ccc2c(c1)N(C(C)=O)c1ccccc1CC2	-1	-1	91	5	15	0	-6	2	1
COc1cccc(N2CCN(C3CC(=O)N(c4ccc(C)c(Cl)c4)C3=O)CC2)c1 (stereo not given)	4	1	95	18	-7	2	-3	-12	-2
CCOc1cc2c(C)cc(=O)oc2cc1Cl	4	5	76	0	-4	10	3	6	-1
CCCCNc1nc2c(c(=O)[nH]c(=O)n2C)n1CCOc1ccccc1	-3	-3	133	12	29	0	0	-1	1
CC1CCN(S(=O)(=O)Cc2ccccc2Cl)CC1	-2	0	118	-3	5	-3	-9	3	1
CCC(C)Sc1nnc(Cc2cc(=O)[nH]c(=O)[nH]2)n1-c1ccc(OC)cc1 (stereo not given)	2	-4	nt	2	nt	7	-18	-13	-2
C=CCNC(=O)C1CCN(S(C)(=O)=O)CC1	1	4	75	5	11	9	9	11	2
CCCCCOC(=O)c1cc(=O)[nH]c2ccccc12	1	-3	84	-12	-5	6	-2	-6	0
CCOC(=O)c1ccc(N=CC2=C(O)CC(C)(C)CC2=O)cc1	0	-2	91	14	20	3	4	-6	3
COc1ccc(C(=O)Nc2c(N)nc(SCC(=O)N3CCCCCC3)[nH]c2=O)cc1OC	-1	-2	110	11	15	2	3	-3	2
c1ccc(SCc2nc(-c3cccnc3)no2)cc1	7	6	56	17	5	2	-4	2	-2
COc1ccc(C(=O)NC2CC3CCCC(C2)N3CC(C)C)cc1OC (stereo not given)	0	0	93	4	17	3	-36	5	4
COc1ccc2c(c1)c1c3n2CCN(C)C3=NCC1	3	5	104	-2	-10	9	8	12	2
Cn1ccnc1SCC(=O)NC12CC3CC(CC(C3)C1)C2	0	nt	163	-5	-8	10	-2	5	-2
O=C(NCCNC(=O)C(c1ccccc1)c1ccccc1)c1ccco1	4	5	98	-11	-10	8	12	4	2
NS(=O)(=O)c1ccc(CCNC(=O)c2ccccc2F)cc1	0	0	100	-1	6	-5	-2	4	-1
CN(C(=O)c1ccc(=O)[nH]c1)C1(C(=O)NC2CCCCC2)CCCCC1	-2	nt	26	6	-1	-5	-2	9	2
COc1cc2c(C(=O)NCc3ccc(C)o3)cn(CC(C)C)c(=O)c2cc1OC	2	4	96	0	22	10	14	2	3
CCCOC(=O)C1C2C=CC3(CN(c4ccc(Cl)c(F)c4)C(=O)C13)O2 (stereo not given)	0	-3	100	-2	nt	-1	-2	-7	0
CCS(=O)(=O)N1Cc2ccccc2CC1C(=O)N1CCN(c2cccc(C)c2C)CC1 (stereo not given)	2	7	104	-5	7	-3	-8	11	0
COc1ccc(C2(C(=O)NC(C)C)CCCC2)cc1OC	4	5	99	-7	-1	11	19	0	6
Cn1c(CN2CCCCC2)nc2cc(NC(=O)c3ccc(F)cc3)ccc21	3	-2	74	14	12	7	-46	-3	1
Cn1nc(C(=O)NCCN2CCOCC2)c2ccccc2c1=O	2	0	118	1	-14	-3	-6	-3	-5
O=C(CSc1nnnn1-c1ccccc1Cl)Nc1ccc2c(c1)OCCO2	3	2	100	10	15	24	2	-5	9
O=C(Cn1nc(-c2ccc(Cl)cc2)ccc1=O)NCC1CCCO1 (stereo not given)	3	8	94	6	15	6	2	8	4
CCCS(=O)(=O)N1CCCC(C(=O)NCCN2CCCCC2C)C1 (stereo not given)	4	8	109	-3	12	9	13	7	3
Cc1ccccc1-n1c(SCc2cc(=O)n3ccccc3n2)nc2[nH]ncc2c1=O	3	4	6	-5	0	19	-4	5	6
CCS(=O)(=O)NCCc1cc2cc(C)c(C)cc2[nH]c1=O	-2	-3	89	13	-2	25	-26	-2	1
Cc1ccccc1-n1nc2c(c1NC(=O)c1c(-c3ccccc3Cl)noc1C)CS(=O)(=O)C2	2	nt	115	3	25	11	20	7	3
CCCC(=O)c1ccc(N2CCCCCC2)c(F)c1	1	2	84	-1	nt	-3	-1	0	-4
O=C(O)CCC(=O)NC1CCCCC1NC(=O)CCC(=O)O (stereo not given)	4	5	86	-1	0	12	16	11	2
CC(Oc1ccc(Cl)cc1Cl)C(=O)NCCCn1ccnc1 (stereo not given)	-4	4	93	-2	15	-1	-8	2	3

Next section
SMILES	CatB mixtures	ROCK2 inh	HER2 expr 66K	CatS inh	CatL inh	CatG inh	C1s inh	PKA kinase inh	CatB block
CCNS(=O)(=O)c1ccc(NC(=O)Nc2cccc(C(F)(F)F)c2)cc1	2	6	90	-7	-18	8	-5	0	0
CCCc1cc(C(=O)NCCc2ccc(OC)c(OC)c2)no1	0	-3	87	12	12	3	4	2	2
COc1cccc2cc(C(=O)NCC3CCCO3)c(=O)oc12 (stereo not given)	14	nt	84	20	-16	5	-9	-1	3
O=C(OCC(=O)N1CCN(C(=O)c2ccco2)CC1)C1=COCCO1	6	nt	69	-5	7	11	19	-3	2
Cc1ccc2oc(=O)c3cnn(CC(=O)N4CCN(c5ccccn5)CC4)c3c2c1	0	6	98	-2	-1	6	3	6	3
COc1ccccc1NC(=O)c1[nH]c(C)c(C(C)=O)c1C	-2	4	89	9	10	3	4	8	1
CC1(C)Cc2c(C#N)c(SCC(=O)c3ccccc3)nc(N3CCCC3)c2CO1	nt	-2	163	nt	-2	nt	nt	-5	-1
CCOC(=O)c1ccc(N2C(=O)c3n[nH]c(C)c3C2c2cccnc2)cc1 (stereo not given)	-5	-1	100	0	-3	0	1	-3	-1
O=c1[nH]c2cc3c(cc2cc1C(c1nnnn1CC1CCCO1)N1CCCC1)OCO3 (stereo not given)	-6	2	101	-24	-35	-22	-148	11	-7
CC(C)c1nc2sc3c(NCc4ccco4)ncnc3c2c2c1COC(C)(C)C2	5	nt	57	11	17	1	-29	10	2
CCNC(=O)c1cc2c(=O)n3cccc(C)c3nc2n1C	6	2	93	1	-34	-2	-25	4	-1
Clc1ccc(Cn2ncc3c(NCc4cccnc4)ncnc32)cc1	-8	6	105	5	0	10	3	3	3
O=C(NC1CCCCC1)c1cccnc1C(=O)O	1	5	156	0	10	-9	-48	13	3
CCOC(=O)Cn1c(=O)c2c(nc(Br)n2Cc2ccccc2)n(C)c1=O	-6	1	213	-15	-3	-36	-96	5	6
CN(C)CCNC(=O)Cn1nc(C(F)F)cc1C1CC1	4	5	84	4	0	6	-15	7	-1

Structures from the list above with an aryl methoxy group (13):
SMILES	CatB mixtures	ROCK2 inh	HER2 expr 66K	CatS inh	CatL inh	CatG inh	C1s inh	PKA kinase inh	CatB block
COc1ccc(CNC2=CC(=O)CC(C)(C)C2)cc1	3	5	98	-4	-20	-2	3	7	-6
COc1ccccc1C(=O)Nc1ccc(-c2nnc(SCC(=O)O)n2C)cc1	3	4	78	-2	-1	8	11	6	2
COc1ccc(-n2c(Cc3cccn3C)nnc2SCC(=O)Nc2ccc(F)cc2)cc1	5	2	98	-1	nt	8	-4	1	-2
COc1cccc(N2CCN(C3CC(=O)N(c4ccc(C)c(Cl)c4)C3=O)CC2)c1 (stereo not given)	4	1	95	18	-7	2	-3	-12	-2
CCC(C)Sc1nnc(Cc2cc(=O)[nH]c(=O)[nH]2)n1-c1ccc(OC)cc1 (stereo not given)	2	-4	nt	2	nt	7	-18	-13	-2
COc1ccc(C(=O)Nc2c(N)nc(SCC(=O)N3CCCCCC3)[nH]c2=O)cc1OC	-1	-2	110	11	15	2	3	-3	2
COc1ccc(C(=O)NC2CC3CCCC(C2)N3CC(C)C)cc1OC (stereo not given)	0	0	93	4	17	3	-36	5	4
COc1ccc2c(c1)c1c3n2CCN(C)C3=NCC1	3	5	104	-2	-10	9	8	12	2
COc1cc2c(C(=O)NCc3ccc(C)o3)cn(CC(C)C)c(=O)c2cc1OC	2	4	96	0	22	10	14	2	3
COc1ccc(C2(C(=O)NC(C)C)CCCC2)cc1OC	4	5	99	-7	-1	11	19	0	6
CCCc1cc(C(=O)NCCc2ccc(OC)c(OC)c2)no1	0	-3	87	12	12	3	4	2	2
COc1cccc2cc(C(=O)NCC3CCCO3)c(=O)oc12 (stereo not given)	14	nt	84	20	-16	5	-9	-1	3
COc1ccccc1NC(=O)c1[nH]c(C)c(C(C)=O)c1C	-2	4	89	9	10	3	4	8	1
